# High-throughput results from PubChem.
# LAP4-GFP MLPCN: modulators of LAP4-GFP expression in yeast, primary screen, S. cerevisiae, multiplex flow cytometry, MLPCN library; 3 h; median GFP as percent of DMSO wells; GFP response vs DMSO, % at 10 µM; 320,000 compounds, 0.34% hits; AID 2023, 2009;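 active = GFP response vs DMSO above a set limit, about the screen mean plus 3 SD, cut at about 150% in these data; inconclusive = under 70 cell events counted for the yeast strain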
# proCasp7 act: procaspase-7 activators, primary screen, counter-screen for procaspase-3 activator project, biochemical, absorbance, HTS, human; 330,000 compounds, 0.093% hits; activation, % at 8.5 µM; AID 463210, 2010; Caspase-7 (Homo sapiens), P55210; recombinant procaspase-7, Ac-DEVD-pNA absorbance 405 nm; D23A/D198A/D206A triple mutant, cannot self-cleave; scale: DMSO 0, 5 µM enzyme 100;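 active = percent activation above the screen-wide mean plus 3 SD, cut at about 25% in these data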
# Target sequence (P55210 whole entry D23A/D198A/D206A): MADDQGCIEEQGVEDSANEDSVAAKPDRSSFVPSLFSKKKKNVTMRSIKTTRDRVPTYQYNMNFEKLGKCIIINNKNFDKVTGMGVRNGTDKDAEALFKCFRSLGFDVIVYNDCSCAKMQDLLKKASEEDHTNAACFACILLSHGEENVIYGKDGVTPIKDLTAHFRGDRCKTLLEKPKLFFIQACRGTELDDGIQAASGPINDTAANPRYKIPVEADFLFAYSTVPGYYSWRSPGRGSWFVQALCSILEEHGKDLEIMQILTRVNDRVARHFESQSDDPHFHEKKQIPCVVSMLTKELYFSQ
#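 Test system: Procaspase-7 triple mutant (PC-7 D3A). Also added: Ac-DEVD-pNA substrate, 400 µM as added. Schedule: 1 h enzyme–compound preincubation and 2 h substrate reaction, both 25 °C. Signal: p-Nitroaniline absorbance at 405 nm, read at 0 and 120 min. Control set: low DMSO alone, high DMSO plus 5 µM PC-7.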
# RPL19A-GFP yeast: RPL19A-GFP expression modulators in yeast, primary screen, cell-based, S. cerevisiae, multiplex flow cytometry, MLPCN; S. cerevisiae RPL19A-GFP strain, 3 h; stronger effect = lower value; percent response vs DMSO, % at 10 µM; 330,000 compounds, 0.3% hits; AID 2025, 2009;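 active = percent response vs DMSO below 50%; inconclusive = fewer than 70 events counted for the yeast strain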;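 also: median channel GFP fluorescence of the barcoded RPL19A-GFP strain; ratio of sample median GFP to plate DMSO average so 100% = DMSO; lower means less RPL19A-GFP as with rapamycin TOR inhibition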
# AGP1 TOR yeast: modulators of AGP1-GFP expression in yeast TOR pathway, primary screen, cell-based, multiplex flow cytometry, S. cerevisiae, MLPCN library; 3 h; GFP as percent of DMSO wells; GFP response vs DMSO, % at 10 µM; 320,000 compounds, 0.02% hits; AID 2066, 2009;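 active = GFP response relative to DMSO above a set limit, near screen average plus 3 SD, cut at about 150% in these data; inconclusive = fewer than 70 cells counted for the yeast strain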;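 also: median GFP channel fluorescence of the gated AGP1 strain per well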
# procasp3 activ: activators of human procaspase-3 D3A mutant, primary screen, biochemical, absorbance, PC-3 D3A mutant, single concentration; Caspase-3 (Homo sapiens), P42574; recombinant procaspase-3 D3A, Ac-DEVD-pNA absorbance 405 nm; activation, % at 8.5 µM; 330,000 compounds, 0.11% hits; AID 463141, 2010;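 active = activation above the mean of all tested compounds plus 3 SD, cut at about 21% in these data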;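 also: 0% = DMSO alone and 100% = DMSO wells spiked with extra 5 µM PC-3 D3A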
# Target sequence (P42574 whole entry D9A/D28A/D175A): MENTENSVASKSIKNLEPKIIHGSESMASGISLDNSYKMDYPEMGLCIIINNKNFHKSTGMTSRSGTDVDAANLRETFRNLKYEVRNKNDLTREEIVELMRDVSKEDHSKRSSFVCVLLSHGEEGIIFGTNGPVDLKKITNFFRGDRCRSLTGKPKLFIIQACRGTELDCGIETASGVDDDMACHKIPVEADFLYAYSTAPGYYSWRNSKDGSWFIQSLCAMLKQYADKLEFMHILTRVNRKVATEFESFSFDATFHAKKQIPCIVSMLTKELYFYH
#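 Assay system: Autoprocessing-dead procaspase-3 D3A mutant enzyme; also added: Ac-DEVD-pNA; doses: one concentration, 8.5 µM nominal, 0.8% DMSO; times: 1 h compound preincubation, 2 h substrate hydrolysis at 25 °C; technique: 405 nm absorbance of p-nitroaniline, reads at 0 and 120 min; measure: % activation between DMSO and enzyme-spiked controls; repeats: single replicate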
# MEP2-GFP yeast: modulators of MEP2-GFP levels in yeast, primary screen, S. cerevisiae, multiplex flow cytometry, MLPCN library; S. cerevisiae MEP2-GFP strain, 3 h; 100% = DMSO control level; GFP response vs DMSO, % at 10 µM; 330,000 compounds, 0.51% hits;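 active = GFP response versus DMSO above a set limit, roughly screen mean plus 3 SD, cut at about 180% in these data; inconclusive = fewer than 70 cells counted for a yeast strain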;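 also: median GFP fluorescence of the barcode-gated MEP2-GFP cells per well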
# AHR act: AHR activators, primary screen, cell-based, luminescence, luciferase reporter, human; Aryl hydrocarbon receptor (Homo sapiens), P35869; AHR-responsive luciferase reporter cells; activation, % at 5 µM; 320,000 compounds, 2.5% hits; AID 2796, 2010; in the data active = activation above about 47%;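 also: 0% = vehicle wells and 100% = reference agonist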
# CIT2-GFP yeast: modulators of CIT2-GFP expression in yeast, primary screen, S. cerevisiae, GFP fusion, multiplex flow cytometry, MLPCN library | S. cerevisiae CIT2-GFP strain, 3 h; 100 means same as DMSO wells | GFP response vs DMSO, % at 10 µM | 320,000 compounds, 0.065% hits | AID 2029, 2009;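 active = GFP response relative to DMSO above a set limit, near the screen mean plus 3 SD, cut at about 150% in these data; inconclusive = Fewer than 70 cells measured for a yeast strain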;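 also: ratio of well median GFP fluorescence to mean of DMSO wells on the plate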
# * = called active by the depositor; ? = inconclusive; · = no result given; [ ] = dose if it differs, or a comment. An excerpt. The share of hits here may be higher or lower than overall.
(1) COC(=O)C1=C(c2ccc(C(C)=O)cc2)C[C@@H]2CC[C@H]1N2C(=O)NCc1ccc(C(F)(F)F)cc1
(2) CC1(CCl)CN1S(=O)(=O)c1ccccc1 (stereo not given)
(3) Cc1nn(CC(=O)N2CCC3(CC2)OCCO3)c(=O)c2cc3ccccc3n12
(4) Cc1nc2cc([N+](=O)[O-])ccc2c(=O)n1-c1ccccc1[N+](=O)[O-]
(5) CCCCn1c(O)c(C(CC)=NC(C)c2ccccc2)c(=O)[nH]c1=O (stereo not given)
(6) O=c1[nH]c(O)c(C=Nc2cccc(F)c2)c(=O)[nH]1
(7) CC(=Nc1ccccc1N)c1c(O)n(C)c(=O)n(C)c1=O
(8) Cc1ccc(-n2c(O)c(C=NCc3ccccn3)c(=O)[nH]c2=S)cc1

Compound	1	2	3	4	5	6	7	8
LAP4-GFP MLPCN	103	110	107	91	102	95	89	99
proCasp7 act	6	-10	3	-13	-6	4	8	8
RPL19A-GFP yeast	93	104	101	104	99	97	104	100
AGP1 TOR yeast	100	107	111	102	101	99	96	102
procasp3 activ	1	-2	3	13	-7	-5	6	-4
MEP2-GFP yeast	94	107	99	106	103	98	102	95
AHR act	0	2	3	8	2	3	8	0
CIT2-GFP yeast	100	108	105	106	100	98	100	98

# The last two entries of the part above come first, to join the parts.
(7) CC(=Nc1ccccc1N)c1c(O)n(C)c(=O)n(C)c1=O
(8) Cc1ccc(-n2c(O)c(C=NCc3ccccn3)c(=O)[nH]c2=S)cc1
(9) CC1(O)C[C@]2(C)N(O)C3CCCC[C@@H]3N2O1 (stereo not given in full)
(10) COC(=O)C1=C(c2ccc(C(C)=O)cc2)C[C@@H]2CC[C@H]1N2C(=O)NCc1ccco1
(11) CC1(C(O)(C#CCN2CCCCC2)c2ccccc2)CCCC1 (stereo not given)
(12) CN1C2CCC1/C(=C/c1ccccn1)C(=O)/C2=C\c1ccccn1
(13) Cn1c(O)c(C2=NNC(c3ccc(Cl)cc3)C2)c(=O)n(C)c1=O (stereo not given)
(14) CCn1cc(C=C2C(=O)NC(=O)NC2=O)c2ccccc21
(15) COCc1cc(OC(=O)N(C)C)nc2c1c(C)nn2C
(16) COc1ccc(CCN)cc1O

Compound	7	8	9	10	11	12	13	14	15	16
LAP4-GFP MLPCN	89	99	104	97	87	99	118	90	112	101
proCasp7 act	8	8	5	3	-1	-6	-6	-8	6	9
RPL19A-GFP yeast	104	100	96	97	93	96	99	113	99	98
AGP1 TOR yeast	96	102	100	94	88	92	101	95	111	84
procasp3 activ	6	-4	-3	-1	4	4	-10	-17	-5	2
MEP2-GFP yeast	102	95	100	96	91	93	101	110	103	95
AHR act	8	0	0	-4	2	-1	3	3	2	-1
CIT2-GFP yeast	100	98	98	97	87	93	100	100	101	76

(17) CS(=O)(=O)NCc1nnc2n1-c1ccc(Cl)cc1C(c1ccccc1)=NC2
(18) COc1ccc([N+](=O)[O-])cc1N=Cc1c(O)n(CCc2ccccc2)c(=O)n(C(C)C)c1=O
(19) CCOC(=O)C(=CNc1ccc(C(O)(C(=O)OCC)C(F)(F)F)cc1C)C(=O)OCC (stereo not given)
(20) COc1ccc(NC(=O)c2cn(CCC#N)nc2-c2ccc([N+](=O)[O-])cc2)cc1
(21) CCC1CCCCN1CC(=O)c1ccc(OC(F)F)cc1 (stereo not given)
(22) CCC1CO/C(=C(\C(Cl)=C(Cl)Cl)[N+](=O)[O-])N1Cc1ccc(Cl)nc1 (stereo not given)
(23) CC1CN(C)C(C)(C)CC1(O)c1ccccc1 (stereo not given)
(24) COc1ccc(-n2c(C)nc3cc(C(=O)N4CCC5(CC4)OCCO5)ccc32)cc1

Compound	17	18	19	20	21	22	23	24
LAP4-GFP MLPCN	103	100	93	102	93	110	90	101
proCasp7 act	-2	-4	7	-2	-1	-7	13	1
RPL19A-GFP yeast	102	111	100	98	101	103	97	94
AGP1 TOR yeast	100	103	98	103	95	106	98	96
procasp3 activ	2	-1	11	3	-4	-2	-6	-4
MEP2-GFP yeast	109	104	100	98	84	102	106	110
AHR act	1	-1	0	0	0	4	1	1
CIT2-GFP yeast	106	100	96	99	100	96	96	94

(25) CC[C@H]1C2C[C@H]3[C@@H]4N(C)c5ccccc5C45C[C@H](C2[C@H]5O)N3[C@@H]1O (stereo not given in full)
(26) Cc1cccc(N2C(=O)/C(=C/c3ccc(N4CCN(C)CC4)o3)C(=O)NC2=S)c1C
(27) CCOC(=O)C1SC2(C(F)F)CC1(O)c1c(c(OC)c3occc3c1OC)O2 (stereo not given)
(28) Cc1nc2ccccc2c(=O)n1-c1cc([N+](=O)[O-])cc([N+](=O)[O-])c1
(29) Cc1cccc(CN2CCN(CC(=O)N3CCC4(CC3)OCCO4)C2=O)c1
(30) COP(=O)(NC(=O)C(Cl)(Cl)Cl)OC
(31) CC(=O)NC(Cc1ccc(N(CCCl)CCCl)cc1)C(=O)NC(C(=O)O)C(C)C (stereo not given)
(32) OCc1cnc[nH]1

Compound	25	26	27	28	29	30	31	32
LAP4-GFP MLPCN	107[may fluoresce violet]	108	97	106	105	111	97	105
proCasp7 act	-9	-17	-6	-6	11	-4	-1	5
RPL19A-GFP yeast	37*[may fluoresce violet]	107	100	106	105	99	104	103
AGP1 TOR yeast	?	116	71	95	104	106	100	92
procasp3 activ	-8	-4	5	-2	4	-12	9	4
MEP2-GFP yeast	389*[may fluoresce violet]	131	93	108	102	98	101	90
AHR act	4	-1	34	9	0	-1	4	-4
CIT2-GFP yeast	?	110	65	94	103	102	94	93

# Quoted at random: 3 entries already listed
(28) Cc1nc2ccccc2c(=O)n1-c1cc([N+](=O)[O-])cc([N+](=O)[O-])c1
(30) COP(=O)(NC(=O)C(Cl)(Cl)Cl)OC
(31) CC(=O)NC(Cc1ccc(N(CCCl)CCCl)cc1)C(=O)NC(C(=O)O)C(C)C (stereo not given)

Compound	28	30	31
LAP4-GFP MLPCN	106	111	97
proCasp7 act	-6	-4	-1
RPL19A-GFP yeast	106	99	104
AGP1 TOR yeast	95	106	100
procasp3 activ	-2	-12	9
MEP2-GFP yeast	108	98	101
AHR act	9	-1	4
CIT2-GFP yeast	94	102	94

# Continuation.
(33) Cc1cc(/C=C2\C(=O)NC(=O)N(c3ccc(F)cc3)C2=O)c(C)n1-c1cccc(C(=O)O)c1
(34) COc1ccc(C2=NCC(=O)N(CC(=O)NCc3ccco3)c3sc4c(c32)CCCC4)cc1OC
(35) CCS(=O)(=O)NCc1nnc2n1-c1ccc(Br)cc1C(c1ccccc1Cl)=NC2
(36) O=c1[nH]c(CN2CCNCC2)nc2ccccc12
(37) CCCCN=C[C@]12CCC(O)CC1(O)CCC1[C@@H]2CC[C@]2(C)[C@H](C3C=CC(=O)O3)CCC12O (stereo not given in full)
(38) CCCCn1c(O)c(C(C)=Nc2c(C)n(C)n(-c3ccccc3)c2=O)c(=O)[nH]c1=O
(39) CN1CCN2c3ccccc3CC3(C(=O)N(C)C(=O)N(C)C3=O)C2C1 (stereo not given)
(40) O=C(CN1CCN(CCO)CC1)Nc1ccc(Cl)cc1C(=O)c1ccccc1

Compound	33	34	35	36	37	38	39	40
LAP4-GFP MLPCN	103	97	103	89	105	95	103	107
proCasp7 act	-4	-4	8	3	-4	-2	0	2
RPL19A-GFP yeast	97	97	93	90	99	95	98	97
AGP1 TOR yeast	106	99	101	85	107	94	106	104
procasp3 activ	-6	3	-5	-2	-1	13	-4	-2
MEP2-GFP yeast	107	95	89	91	98	99	103	101
AHR act	1	1	4	31	1	-1	-3	3
CIT2-GFP yeast	107	100	97	85	103	93	97	102

(41) O=C(NC(C(Cl)Cl)N1CCOCC1)c1ccccc1 (stereo not given)
(42) OC(c1ccccc1)(c1ccccc1)c1ccncc1
(43) O=c1[nH]c(=O)n(-c2ccccc2)c(O)c1/C=C1/C(c2ccccc2)=Nc2ccccc21
(44) COC(=O)C1=C(c2cccc(OC)c2OC)C[C@@H]2CC[C@H]1N2C(=O)NCc1cccc2ccccc12
(45) COc1cc(OC)cc(C(=O)NC(=S)N2C[C@H]3C[C@H](C2)c2cccc(=O)n2C3)c1
(46) CCOC(=O)C(O)(c1ccc(N(C)C(=O)c2ccc(Cl)c(Cl)c2)cc1)C(F)(F)F (stereo not given)
(47) CCOC(=O)c1c(C)n(Cc2ccccc2)c2ccc(OCC(O)Cn3nc(C)cc3C)cc12 (stereo not given)
(48) COC(=O)C1=C(c2ccc(F)cc2OCc2ccccc2)C[C@@H]2CC[C@H]1N2C(=O)N1CCCC1

Compound	41	42	43	44	45	46	47	48
LAP4-GFP MLPCN	79	99	91	107	99	99	103	103
proCasp7 act	-3	-4	-11	-4	-4	3	4	6
RPL19A-GFP yeast	98	97	103	101	97	98	101	93
AGP1 TOR yeast	98	95	93	92	100	94	94	98
procasp3 activ	-2	0	-9	2	-1	-3	2	-1
MEP2-GFP yeast	100	101	100	92	109	108	101	90
AHR act	3	0	42	7	0	24	55*	0
CIT2-GFP yeast	99	91	103	101	103	96	90	101

(49) ClC(Cl)=C(c1ccc(Cl)cc1)c1ccc(Cl)cc1
(50) CC(C)C1(C)N=C(c2nc3ccccc3cc2C(=O)O)NC1=O (stereo not given)
(51) Cc1nc2c(C(=O)N3CCC4(CC3)OCCO4)cnn2c(C)c1Cc1cccc(Cl)c1
(52) COc1ccc(C(=O)O/N=C(/C(N)=O)P(=O)(OC(C)C)OC(C)C)cc1
(53) CNC(=S)N1CC2CC(C1)c1cccc(=O)n1C2 (stereo not given)
(54) CCOc1ccc(-c2c(C)n(-c3ccc(OCC)cc3)c3[n+]2CCCCC3)cc1
(55) CCOC(=O)C1C(=O)NC23CCCC2C1c1ccccc1O3 (stereo not given)
(56) CSc1ccc(CN2CCN(C(=O)COc3ccc(C)cc3)CC2)cc1
(57) c1ccc2c(c1)[nH]c1cnccc12
(58) O=[N+]([O-])c1ccc(NC2CCN(Cc3ccccc3)CC2)c2ccncc12
(59) O=C1NC(=O)N(Cc2ccco2)C(=O)/C1=C/c1ccc(-c2cccc([N+](=O)[O-])c2)o1

Compound	49	50	51	52	53	54	55	56	57	58	59
LAP4-GFP MLPCN	104	100	93	117	101	100	96	97	103	94	169*
proCasp7 act	0	-2	4	4	6	-9	-1	3	-28	-1	-4
RPL19A-GFP yeast	95	100	99	96	95	98	96	93	96	100	100
AGP1 TOR yeast	93	100	99	109	·	101	96	100	88	103	73
procasp3 activ	7	4	-7	5	4	2	-2	4	-14	1	-3
MEP2-GFP yeast	93	98	92	90	98	92	94	96	88	100	84
AHR act	-4	3	11	7	0	-8	2	1	15	1	5
CIT2-GFP yeast	93	94	92	98	104	104	97	100	84	101	77
